ERp5 inh: ERp5 (human) disulfide isomerase inhibition; 350,000 tested, 0.05% active; inhibition, % at 9.99 µM; ERp5 insulin aggregation, absorbance 650 nm, 90 min; Q15084; AID 651711;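 active = mean replicate inhibition above about 25%, with every replicate also reaching it, limit read from the data, passing the limit was not always enough; inconclusive = only one of those two criteria met; inactive = neither criterion met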
RAD54 branch: RAD54 (human) branch migration inhibition. 360,000 tested, 0.14% active. Q92698. inhibition, % at 10.4 µM. RAD54 Holliday junction branch migration, FAM/BHQ fluorescence;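 active = mean normalized replicate activity at least 40 and at least half of replicates scoring 40 or more; inconclusive = only one of the two criteria met; inactive = mean below 40 and under half of replicates reaching 40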;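 note: 0% = median of neutral control wells and 100% = median of positive control wells; inhibitors cause a drop in the FAM fluorescence signal; in these data hits start at about 50%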
S100A4 inh HTS: S100A4-myosin IIA interaction inhibition; P26447; S100A4/TAMRA-MyoIIA peptide fluorescence polarization; inhibition, % at 10.7 µM; 360,000 tested, 0.14% active; AID 652163;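 active = mean inhibition of at least 70% across replicates, with every replicate also reaching that level; inconclusive = mean inhibition reaches 70% but some replicates fall short; inactive = mean inhibition below 70%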
Target sequence (P26447 whole entry, looked up): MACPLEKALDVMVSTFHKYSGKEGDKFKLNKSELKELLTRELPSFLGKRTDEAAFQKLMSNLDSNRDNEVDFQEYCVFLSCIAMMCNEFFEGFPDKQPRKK
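Material: human S100A4 monomer with TAMRA-labelled myosin IIA peptide; buffer or medium: HEPES pH 7.2 with CaCl2, KCl, NaCl, DTT, Triton; compound dosing: one concentration per compound; schedule: 5 min incubation before reading; benchmarks: neutral control DMSO, positive control TFP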
esBAF inh: SWI/SNF esBAF complex inhibition; reporter increase, % at 12.5 µM; 350,000 tested, 2% active; AID 602393; mouse ES cells, Bmi1-luciferase knock-in reporter, 24 h; 100% = twice the neutral-well signal; in the data active = activation above about 40%; inconclusive = no clear call, values can overlap the other calls;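 note: 0% = median of the plate's neutral control wells and 100% = double that signal; a rise in the Bmi1 reporter signal indicates esBAF inhibition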
ERAP1 HTS inh: ERAP1 (human) enzyme inhibition. 340,000 tested, 0.15% active. inhibition, % at 10.7 µM. recombinant ERAP1, Leu-AMC fluorescence, 60 min;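 active = mean replicate inhibition of at least 30%, or all replicates individually reaching that 30% level; inactive = mean below 30% and not every replicate reaching it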;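 note: 0% = neutral control wells and 100% = L-leucinethiol positive control wells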
Target sequence (Q9NZ08 whole entry, looked up): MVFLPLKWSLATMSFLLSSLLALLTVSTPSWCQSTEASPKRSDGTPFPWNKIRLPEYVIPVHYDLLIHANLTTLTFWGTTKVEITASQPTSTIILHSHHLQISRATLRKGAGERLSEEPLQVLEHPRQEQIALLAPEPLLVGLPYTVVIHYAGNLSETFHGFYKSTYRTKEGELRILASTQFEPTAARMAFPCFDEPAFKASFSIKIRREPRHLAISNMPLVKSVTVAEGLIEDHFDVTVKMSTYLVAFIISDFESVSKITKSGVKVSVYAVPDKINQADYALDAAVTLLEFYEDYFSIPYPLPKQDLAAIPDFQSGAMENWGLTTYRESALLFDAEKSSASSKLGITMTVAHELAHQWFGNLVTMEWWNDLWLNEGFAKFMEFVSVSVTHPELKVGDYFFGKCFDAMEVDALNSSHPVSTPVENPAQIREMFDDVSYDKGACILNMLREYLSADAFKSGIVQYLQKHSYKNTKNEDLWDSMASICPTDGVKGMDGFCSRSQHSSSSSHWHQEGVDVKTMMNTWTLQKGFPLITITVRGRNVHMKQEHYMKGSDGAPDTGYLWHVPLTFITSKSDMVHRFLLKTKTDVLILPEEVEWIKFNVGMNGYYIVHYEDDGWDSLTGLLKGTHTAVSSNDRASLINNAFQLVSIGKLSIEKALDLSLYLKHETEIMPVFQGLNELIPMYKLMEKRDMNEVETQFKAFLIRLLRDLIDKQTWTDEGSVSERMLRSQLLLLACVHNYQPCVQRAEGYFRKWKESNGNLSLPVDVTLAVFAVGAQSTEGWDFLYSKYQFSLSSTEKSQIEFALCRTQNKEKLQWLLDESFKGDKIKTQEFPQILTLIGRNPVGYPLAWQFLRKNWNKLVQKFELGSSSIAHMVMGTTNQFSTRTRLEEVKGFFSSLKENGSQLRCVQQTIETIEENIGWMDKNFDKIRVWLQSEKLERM
E-selectin induc: induces E-selectin expression in human endothelial cells. HUVEC E-selectin immunofluorescence imaging; normalized: neutral wells 0, TNF-alpha wells 100. 260,000 tested, 0.37% active. activation, % at 7.58 µM;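 active = mean E-selectin-positive cell signal at least 10% of the positive control, reached in at least 60% of replicates, without over 20% cell loss; inconclusive = no rule given, readout overlaps actives, possibly toxicity-flagged; inactive = the rest, including those meeting only one limit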;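 note: in these data hits start at about 27%; measured in HUVEC primary endothelial cells; signal is the percent of cells scored E-selectin positive by PE staining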
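Read-out basis: % PE-positive cells; Test system: HUVEC primary endothelial cells; Technique: immunofluorescence imaging; Dosing: single-point compound dose.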
XiGFP reactiv: X-chromosome reactivation activator; XiGFP mouse fibroblasts, % GFP-positive cells imaging, 3 d; cells co-treated with 5-aza-dC sensitizer; scaled so ellipticine positive control = 100%; activation, % at 7.58 µM; 360,000 tested, 0.055% active;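 active = mean normalized replicate activation at least 10% and every replicate at or above 10%; inconclusive = only one of the two criteria met; inactive = mean below 10% and not all replicates reach 10%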;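 note: 0% = median of on-plate neutral control wells and 100% = ellipticine 6 µM median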
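Material: SV40-immortalized XiGFP fibroblast cells, line 68-5-11 | Buffer or medium: DMEM containing 5-aza-dC | Dosing: One concentration, pinned | Times: 3 d treatment, 15 min room-temperature fixation | Controls: Ellipticine 6 µM positive control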
RAD52 anneal inh: RAD52 (human) annealing inhibition | recombinant RAD52 DNA annealing, FRET fluorescence | P43351 | 360,000 tested, 0.46% active | inhibition, % at 18.7 µM;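 active = every replicate showing at least 50% inhibition; inconclusive = mean inhibition at least 50% but not in every replicate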
* marks the source's active call; other numbers are inactive results.

`NCCCC[C@H](N)c1nnc([C@H](CC(=O)O)NC(=O)C2CCNCC2)o1` gave ERp5 inh 0, RAD54 branch 7, S100A4 inh HTS 0, esBAF inh -8, ERAP1 HTS inh -1, E-selectin induc -0.2, XiGFP reactiv -0.1 and RAD52 anneal inh 16.
C/C=C/c1ccc([C@@H]2[C@@H](CO)N(C(=O)CC)[C@@H]2CNC(=O)CC2CC2)cc1 was read as RAD54 branch -1, esBAF inh 0, E-selectin induc 0.1 and XiGFP reactiv 0.0.
Screening CCOC(=O)[C@]12CCC=C1N(CCC1=CCCCC1)C(=O)[C@H](CC(=O)N1CCOCC1)C2 returned ERp5 inh 0, S100A4 inh HTS -2, E-selectin induc 24, XiGFP reactiv 0.0 and RAD52 anneal inh -24.
Screening COc1ccc2c3c(n(C)c2c1)[C@H](CO)N(C(=O)C1CCC1)CC31CCN(C(=O)CN(C)C)CC1 returned ERp5 inh 5, S100A4 inh HTS 5, ERAP1 HTS inh 1, E-selectin induc -0.3, XiGFP reactiv 0.3 and RAD52 anneal inh 4.
For Cc1cc(N2C(=O)C3CCC(c4ccccc4)CC3C2=O)no1 (centres undefined) the results were ERp5 inh -5, RAD54 branch 4, S100A4 inh HTS 6, esBAF inh 3, ERAP1 HTS inh 13, XiGFP reactiv 0.0 and RAD52 anneal inh -13.
CCOC(=O)NC(C)N1C(=O)C2C3C=CC(C3)C2C1=O (centres undefined) was read as ERp5 inh 3, S100A4 inh HTS -1, ERAP1 HTS inh -1, XiGFP reactiv 0.0 and RAD52 anneal inh -9.
`Cc1noc(C)c1NC(=O)N[C@H]1C=C[C@@H](CC(=O)NCCCN(C)C)O[C@@H]1CO` gave ERp5 inh 9, RAD54 branch 5, S100A4 inh HTS 6, esBAF inh -2, ERAP1 HTS inh 1, E-selectin induc 0.1, XiGFP reactiv 0.3 and RAD52 anneal inh 4.
For CCOc1ccc2nc(S(N)(=O)=O)sc2c1 the results were ERp5 inh 2, RAD54 branch 2, S100A4 inh HTS -6, esBAF inh 10, ERAP1 HTS inh -1, E-selectin induc -0.4, XiGFP reactiv -0.1 and RAD52 anneal inh 0.
`COCC(=O)N1C[C@H]2[C@@H](c3ccccc31)[C@H](CO)N2Cc1ccccc1` gave ERp5 inh -3, RAD54 branch 10, S100A4 inh HTS -2, esBAF inh -4, ERAP1 HTS inh -1, E-selectin induc 0.0, XiGFP reactiv 0.3 and RAD52 anneal inh -12.
CCCC(=O)Nc1ccc2c(c1)C(=O)N(C)C[C@@H](OC)[C@@H](C)CN(C(=O)c1cnccn1)[C@H](C)CO2 was read as ERp5 inh 3, RAD54 branch 0, S100A4 inh HTS 2, esBAF inh -2, ERAP1 HTS inh -1, E-selectin induc -0.2, XiGFP reactiv -0.1 and RAD52 anneal inh -11.
Screening CCCc1cc(=O)oc2cc(C)cc(OC(C)C(=O)NCc3ccccn3)c12 (centres undefined) returned ERp5 inh 14, RAD54 branch 2, S100A4 inh HTS 2, esBAF inh 1, ERAP1 HTS inh 3, E-selectin induc 3.2, XiGFP reactiv 0.0 and RAD52 anneal inh -20.
Screening Nc1ccc2ccccc2c1N=Nc1ccccc1 returned ERp5 inh 0, RAD54 branch -9, S100A4 inh HTS -19, esBAF inh 43*, ERAP1 HTS inh 2, E-selectin induc 5.3, XiGFP reactiv 0.5 and RAD52 anneal inh 0.
Screening CN(C)C(=O)C[C@@H]1CC[C@H]2[C@H](COc3ccc(NC(=O)C4CCC4)cc3C(=O)N2C)O1 returned ERp5 inh 5, S100A4 inh HTS -4, ERAP1 HTS inh -7, E-selectin induc -0.1, XiGFP reactiv 0.0 and RAD52 anneal inh -5.
CN(C(=O)Nc1cnccc1C(F)(F)F)C1CCCCC1 was read as ERp5 inh 1, RAD54 branch 4, S100A4 inh HTS -1, esBAF inh 0, XiGFP reactiv 0.0 and RAD52 anneal inh -6.
For CN(C)C(=O)c1cccc(-c2ccc3c(c2)[C@H]2[C@H](CCN2C(=O)C2CCCCC2)[C@@H](CO)N3)c1 the results were RAD54 branch -6, esBAF inh 4, E-selectin induc -0.1 and XiGFP reactiv 0.0.
Screening CCOC(=O)c1cnc2ccc(OCC)cc2c1NCCN1CCOCC1 returned ERp5 inh -5, RAD54 branch 40, S100A4 inh HTS 6, esBAF inh 12, ERAP1 HTS inh 0, XiGFP reactiv 0.0 and RAD52 anneal inh -18.
`Cc1ccc(S(=O)(=O)N(C)C[C@H]2OCCCC[C@H](C)Oc3ccc(NC(=O)Nc4ccc(C(F)(F)F)cc4)cc3C(=O)N([C@H](C)CO)C[C@H]2C)cc1` gave ERp5 inh -10, RAD54 branch -5, S100A4 inh HTS -30, esBAF inh -1, ERAP1 HTS inh 4, XiGFP reactiv 0.3 and RAD52 anneal inh -53.
OCCCNc1c2ccccc2nc2ccccc12 was read as ERp5 inh 2, RAD54 branch 97*, S100A4 inh HTS -5, esBAF inh 9, ERAP1 HTS inh 2, XiGFP reactiv -0.1 and RAD52 anneal inh 95*.
Screening CCc1nc2c(OCc3ccc4c(c3)OCO4)cccn2c1N(C=O)Cc1ccccc1 returned ERp5 inh -1, RAD54 branch 22, S100A4 inh HTS -6, esBAF inh 9, ERAP1 HTS inh 0, E-selectin induc -0.2, XiGFP reactiv -0.1 and RAD52 anneal inh -38.
`CCC(=O)N1[C@H](CO)[C@H]2c3ccccc3N(C(=O)c3ccccc3F)C[C@H]21` gave ERp5 inh -2, RAD54 branch -3, S100A4 inh HTS -52, esBAF inh -1, ERAP1 HTS inh 3, E-selectin induc 0.1, XiGFP reactiv 0.1 and RAD52 anneal inh 3.

Brought forward from above: two compounds, followed by the next part.
Screening CCc1nc2c(OCc3ccc4c(c3)OCO4)cccn2c1N(C=O)Cc1ccccc1 returned ERp5 inh -1, RAD54 branch 22, S100A4 inh HTS -6, esBAF inh 9, ERAP1 HTS inh 0, E-selectin induc -0.2, XiGFP reactiv -0.1 and RAD52 anneal inh -38.
`CCC(=O)N1[C@H](CO)[C@H]2c3ccccc3N(C(=O)c3ccccc3F)C[C@H]21` gave ERp5 inh -2, RAD54 branch -3, S100A4 inh HTS -52, esBAF inh -1, ERAP1 HTS inh 3, E-selectin induc 0.1, XiGFP reactiv 0.1 and RAD52 anneal inh 3.
CCc1nnc(NC(=O)CSc2nnc(Cc3cccn3C)n2C)s1 was read as ERp5 inh -1, RAD54 branch -10, S100A4 inh HTS -3, esBAF inh -2, ERAP1 HTS inh -6, XiGFP reactiv 0.0 and RAD52 anneal inh -20.
For C[C@@H]1CCCCO[C@@H](CN(C)C(=O)Cc2ccccc2)[C@H](C)CN([C@@H](C)CO)C(=O)c2cc(NS(=O)(=O)c3ccc(Cl)cc3)ccc2O1 the results were ERp5 inh 1, RAD54 branch -4, S100A4 inh HTS -3, esBAF inh 12, ERAP1 HTS inh 3, E-selectin induc -0.2, XiGFP reactiv 0.0 and RAD52 anneal inh -6.
For O=C1N=NC2=C1c1c3ccccc3c(O)n1CC2 the results were ERp5 inh 0, RAD54 branch 10, S100A4 inh HTS 5, esBAF inh 3, ERAP1 HTS inh 0, E-selectin induc 0.0, XiGFP reactiv 0.0 and RAD52 anneal inh 11.
Screening CO[C@H]1CN(C)C(=O)c2cc(NC(=O)c3cc(C)on3)ccc2OC[C@@H](C)NC[C@H]1C returned ERp5 inh 10, RAD54 branch -6, S100A4 inh HTS 2, esBAF inh -5, E-selectin induc 0.6, XiGFP reactiv 0.1 and RAD52 anneal inh -12.
Screening O=C(C[C@@H]1CC[C@H]2[C@@H](COC[C@@H](O)CN2C(=O)c2ccccn2)O1)NC1CCC1 returned ERp5 inh 3, RAD54 branch -2, S100A4 inh HTS 12, esBAF inh -2, ERAP1 HTS inh 1, E-selectin induc 0.0, XiGFP reactiv 0.0 and RAD52 anneal inh -3.
`COC(=O)COc1ccc2occ(C(C)=O)c2c1` gave ERp5 inh 0, S100A4 inh HTS 0, esBAF inh -7, ERAP1 HTS inh 3 and RAD52 anneal inh -15.
For COc1ccc(CC(=O)OCC(=O)NCc2ccccc2Cl)cc1OC the results were ERp5 inh 0, S100A4 inh HTS -7, ERAP1 HTS inh -2, E-selectin induc 0.4, XiGFP reactiv 0.0 and RAD52 anneal inh 2.
Screening CN(C)C(=O)c1cccc(-c2ccc3c(c2)[C@@H]2[C@@H](CCN2S(=O)(=O)c2ccccc2)[C@H](CO)N3)c1 returned ERp5 inh 0, RAD54 branch 4, S100A4 inh HTS 9, esBAF inh 0, ERAP1 HTS inh -1, E-selectin induc 0.0, XiGFP reactiv -0.1 and RAD52 anneal inh 13.
Screening COc1ccc(N2CC(C(=O)N/N=C/c3ccccc3)CC2=O)cc1 (centres undefined) returned ERp5 inh 5, RAD54 branch 1, S100A4 inh HTS 0, esBAF inh 0, ERAP1 HTS inh 1, XiGFP reactiv 0.0 and RAD52 anneal inh -15.
`CC(C)Oc1ccc(C(=O)Nc2ccc3c(c2)n(C)c(=O)n3C)cc1` gave ERp5 inh -1, RAD54 branch 6, S100A4 inh HTS -5, esBAF inh 5, E-selectin induc 0.1, XiGFP reactiv 0.3 and RAD52 anneal inh 8.
`CCCCNC(=O)COC(=O)c1ccc(NC(C)=O)cc1` gave ERp5 inh 0, RAD54 branch 1, S100A4 inh HTS -6, esBAF inh 1, ERAP1 HTS inh 5, XiGFP reactiv 0.0 and RAD52 anneal inh -25.
Screening CCCN(C)C[C@@H]1Oc2ncc(-c3cccnc3)cc2C(=O)N([C@H](C)CO)C[C@H]1C returned ERp5 inh 0, RAD54 branch 5, S100A4 inh HTS -7, esBAF inh 0, ERAP1 HTS inh 2, E-selectin induc -0.2, XiGFP reactiv -0.4 and RAD52 anneal inh 12.
Screening CC(C)C(C)(C#N)NC(=O)CSc1nncn1-c1ccccc1 (centres undefined) returned ERp5 inh -3, S100A4 inh HTS 2, esBAF inh 0, ERAP1 HTS inh -3, XiGFP reactiv 0.0 and RAD52 anneal inh -11.
`CO[C@@H]1CN(C)C(=O)c2cc(NS(C)(=O)=O)ccc2OC[C@H](C)N(C(=O)C2CCCC2)C[C@H]1C` gave ERp5 inh 1, RAD54 branch -12, S100A4 inh HTS 24, esBAF inh 1, ERAP1 HTS inh 0, E-selectin induc -0.1, XiGFP reactiv inconclusive and RAD52 anneal inh 12.
Screening O=C(COc1nc2ccccc2nc1N1CCOCC1)NCC(F)(F)F returned ERp5 inh -3, RAD54 branch 3, S100A4 inh HTS 1, esBAF inh -4, ERAP1 HTS inh 1, E-selectin induc 3.5, XiGFP reactiv -0.1 and RAD52 anneal inh -3.
CN(C)c1ccc(O)c2c1CC1CC3[C@@H](N(C)C)C(=O)C(C(N)=O)C(=O)[C@]3(O)C(=O)C1C2=O (some centres undefined) was read as ERp5 inh -3, RAD54 branch 4, S100A4 inh HTS 5, esBAF inh 14, ERAP1 HTS inh 6, E-selectin induc 1.0, XiGFP reactiv 0.0 and RAD52 anneal inh 23.
For Cn1c(SCC(=O)c2ccccc2)ncc(C(=O)Nc2ccc(F)cc2)c1=O the results were ERp5 inh -6, RAD54 branch 0, S100A4 inh HTS 9, esBAF inh 5, ERAP1 HTS inh 2, E-selectin induc 0.6, XiGFP reactiv 0.1 and RAD52 anneal inh -6.

Assay outcomes deposited in PubChem BioAssay by Broad Institute.
